# ADAM10 inh: inhibitors of human ADAM10; O14672; recombinant ADAM10, EDANS/DABCYL FRET peptide cleavage, 3 h; inhibition, % at 7 µM; actives 0.62% (n = 370,000);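 active = inhibition above a per-campaign cutoff equal to the mean of compounds falling between control-based bounds plus 3 SD, cut at about 20% in these data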;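 also: 0% = DMSO wells while the 100% control is not disclosed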
# FXN GAA850 act: activators of GAA850 frataxin (FXN) promoter; HEK293 lucGAA850 FXN promoter luciferase reporter, 24 h; percent of 10 µM SAHA response; activation, % at 6 µM; actives 0.56% (n = 360,000); AID 540364;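 active = activation above the average of all compounds screened plus 3 SD, cutoff fixed separately per campaign, cut at about 7.5% in these data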;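 also: 0% = DMSO wells and 100% = 10 µM SAHA wells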
# PLC-gamma1 inh: inhibitors of human phospholipase C gamma1. P19174. purified PLC-gamma1, fluorogenic substrate, fluorescence. inhibition, % at 12.2 µM. actives 0.84% (n = 370,000); in the data active = inhibition above about 9.5%
# Target sequence (P19174 whole entry, looked up): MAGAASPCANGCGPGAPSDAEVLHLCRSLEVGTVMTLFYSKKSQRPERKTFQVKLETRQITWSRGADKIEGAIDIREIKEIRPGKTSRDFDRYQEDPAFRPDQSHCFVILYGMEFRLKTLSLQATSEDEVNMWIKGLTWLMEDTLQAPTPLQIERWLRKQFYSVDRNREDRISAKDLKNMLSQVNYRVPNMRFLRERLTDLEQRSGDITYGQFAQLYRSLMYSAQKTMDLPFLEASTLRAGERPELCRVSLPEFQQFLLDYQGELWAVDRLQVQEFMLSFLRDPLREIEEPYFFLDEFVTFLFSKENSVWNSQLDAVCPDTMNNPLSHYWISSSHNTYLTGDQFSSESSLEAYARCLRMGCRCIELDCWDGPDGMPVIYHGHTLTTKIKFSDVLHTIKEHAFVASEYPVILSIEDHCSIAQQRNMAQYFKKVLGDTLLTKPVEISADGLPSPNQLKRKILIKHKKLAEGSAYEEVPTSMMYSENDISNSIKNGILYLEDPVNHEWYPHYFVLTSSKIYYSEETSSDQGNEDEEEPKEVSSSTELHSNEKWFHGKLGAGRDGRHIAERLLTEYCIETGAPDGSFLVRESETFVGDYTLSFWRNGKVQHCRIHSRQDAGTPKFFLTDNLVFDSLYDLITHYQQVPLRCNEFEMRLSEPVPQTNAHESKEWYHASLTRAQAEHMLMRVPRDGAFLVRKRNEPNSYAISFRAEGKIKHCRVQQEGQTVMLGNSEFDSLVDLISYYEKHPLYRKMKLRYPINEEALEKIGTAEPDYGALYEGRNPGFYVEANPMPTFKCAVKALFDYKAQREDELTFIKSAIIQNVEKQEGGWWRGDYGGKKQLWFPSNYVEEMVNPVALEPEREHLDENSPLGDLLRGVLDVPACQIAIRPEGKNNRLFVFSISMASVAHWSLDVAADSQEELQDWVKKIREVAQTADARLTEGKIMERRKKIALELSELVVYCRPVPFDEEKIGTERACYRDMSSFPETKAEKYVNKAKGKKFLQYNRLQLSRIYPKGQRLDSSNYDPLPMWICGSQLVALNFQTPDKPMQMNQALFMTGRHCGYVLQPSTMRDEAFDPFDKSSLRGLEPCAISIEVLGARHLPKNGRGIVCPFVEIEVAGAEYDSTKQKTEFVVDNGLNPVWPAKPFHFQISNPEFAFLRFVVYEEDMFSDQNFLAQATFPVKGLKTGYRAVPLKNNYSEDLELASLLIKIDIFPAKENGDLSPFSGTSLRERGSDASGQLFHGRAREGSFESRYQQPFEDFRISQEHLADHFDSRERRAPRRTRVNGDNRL
# ssDAF12 agonist: activators of S. stercoralis DAF-12 nuclear receptor | HEK293 ssDAF-12/GRIP1 lit1-tk-luc reporter, luminescence; % of 3 µM dafachronic acid response | activation, % at 6.8 µM | actives 1% (n = 370,000);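 active = activation above the mean over all tested compounds plus 3 SD, cut at about 0.9% in these data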;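 also: 0% = DMSO-only wells and 100% = 3 µM delta7-dafachronic acid wells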
# hcDAF-12 act: activates DAF-12 receptor from parasite H. contortus; HEK293 hcDAF-12 lit1-tk-luc reporter, luminescence; 0% DMSO, 100% Δ7-dafachronic acid; activation, % at 6.8 µM; actives 1.4% (n = 370,000); AID 652067;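 active = activation above the mean of all tested compounds plus 3 SD, cut at about 5.5% in these data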;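 also: 100% = response to 3 µM Δ7-dafachronic acid high control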
# HGIII-sPLA2 inh: Blocks human group III sPLA2 activity; inhibition, % at 12.2 µM; actives 0.56% (n = 370,000); Q9NZ20; QFRET BODIPY PC-A2 liposome hydrolysis, fluorescence; AID 743126;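 active = inhibition above mean plus 3 SD of compounds lying within the high and low control bounds, cut at about 19% in these data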;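 also: 0% = median of test compound wells and 100% = no enzyme DMSO wells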
# hgDAF-12 ag: hgDAF-12 agonism, primary luciferase screen. activation, % at 6.8 µM. AID 687014. actives 1.8% (n = 370,000). HEK293 GAL4-hgDAF12 UAS-luciferase reporter, agonist luminescence; normalized to butyrate control;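 active = activation above a cutoff set at the mean of all screened compounds plus 3 SD, cut at about 10% in these data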;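 also: 0% = DMSO wells and 100% = sodium butyrate wells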
# DAX1 inh-1: NR0B1 (DAX1) inhibition; actives 0.99% (n = 340,000); AID 504766; inhibition, % at 6.75 µM; HEK293 Gal4-DAX1 luciferase reporter, luminescence;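 active = inhibition above the mean over all tested compounds plus 3 SD, cut at about 4.2% in these data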;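 also: 0% = DAX1-transfected cells with DMSO and 100% = empty-vector control cells with DMSO; inhibition shows as a rise in luminescence from relieved DAX1 repression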
# PLC-beta3 inh: blocks human PLC-beta3 enzyme activity | Q01970 | Purified PLC-beta3, fluorogenic substrate, fluorescence | inhibition, % at 12.2 µM | actives 0.18% (n = 370,000) | AID 720704; in the data active = inhibition above about 11%;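 also: 0% = median of compound wells on plate and 100% = full blocker control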
# ADAM17 inh: inhibits human ADAM17; P78536; recombinant ADAM17, EDANS/DABCYL FRET peptide cleavage; inhibition, % at 6.95 µM; actives 0.83% (n = 370,000);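 active = inhibition above the mean of compounds lying between control limits plus 3 SD, set per campaign, cut at about 8.5% in these data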;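 also: 0% = DMSO-only wells as the low control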
# DAX1 inh-2: blocks DAX1 repression of SF-1 activated StAR promoter. actives 1.1% (n = 370,000). HEK293T StAR-luciferase reporter, SF-1/DAX-1 repression relief. inhibition, % at 6.8 µM. AID 652010;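 active = inhibition above the mean over all tested compounds plus 3 SD, cut at about 3.6% in these data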;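 also: 0% = DAX-1 cells with DMSO and 100% = cells lacking DAX-1 with DMSO; higher inhibition means more luminescence from relief of DAX-1 repression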
# Active calls of the source: *; i = inactive; . = not tested or not shown.
SMILES,ADAM10 inh,FXN GAA850 act,PLC-gamma1 inh,ssDAF12 agonist,hcDAF-12 act,HGIII-sPLA2 inh,hgDAF-12 ag,DAX1 inh-1,PLC-beta3 inh,ADAM17 inh,DAX1 inh-2
O=C(Nc1cc(C(F)(F)F)ccc1Cl)c1ccncc1,-4.1,-0.3,-2.2,-1.1,-1.8,4.5,-2.4,-1.3,-7.3,-4.6,-1.8
Cc1[nH][nH]c(=O)c1C(c1cc(Br)ccc1O)c1c(C)[nH][nH]c1=O,-6.9,-0.6,3.2,0.4,-0.1,-16.5,1.2,-0.2,-1.8,-1.6,-0.3
Cc1cc2c(=O)n(NC(N)=O)c(C)nc2s1,6.1,0.9,1.1,-1.3,-0.4,4.0,0.1,-0.3,4.6,-3.3,0.1
CS(=O)(=O)N(CC(=O)N1CCN(c2ccc(F)cc2)CC1)c1ccc(F)c(Cl)c1,9.5,-0.8,-1.8,-2.1,-1.7,-7.8,-1.9,-1.3,-0.6,1.0,0.5
CCN(C(=O)COC(=O)/C=C/c1nc2ccccc2s1)c1c(N)n(Cc2ccccc2)c(=O)[nH]c1=O,-48.0,1.1,-9.6,-0.6,3.3,-4.2,-0.5,0.3,-23.9,-14.8,-0.7
Cn1c(SCC(=O)N2CCN(c3ccccc3)CC2)nnc1-c1ccccc1,0.3,-2.7,-0.7,-1.8,-1.7,-2.3,-4.2,-0.1,0.1,0.3,-0.6
O=C(Nc1ccccc1)Nc1c(F)cccc1F,-6.4,2.7,1.9,-0.1,-0.1,0.8,3.0,0.6,3.6,0.4,-0.8
COc1ccc(Nc2nnc(SCC(=O)NC3CC3)s2)cc1,-13.5,1.4,4.5,-1.4,0.5,10.8,-2.3,-0.6,0.6,-6.5,0.3
CC(NC(=O)Nc1ccc(Cl)cc1)C1CCCO1 (stereo not given),3.1,2.9,4.4,-0.6,1.1,3.6,4.3,-1.3,0.1,1.1,0.0
COc1ccccc1CC(=O)Nc1cc(S(=O)(=O)N2CCOCC2)ccc1N1CCOCC1,-14.9,-0.2,0.7,-0.7,0.3,10.2,-2.6,0.6,-9.8,-1.8,-2.2
CCC(C)Sc1cccc(-c2nc3ccccn3c2NCc2ccccc2)c1 (stereo not given),-296.0,1.5,i,-0.9,-1.5,7.2,-1.9,-0.2,i,-105.9,-0.5
COc1ccc(/C=N/NC(=O)c2ccn[nH]2)cc1Cn1cc([N+](=O)[O-])cn1,2.6,1.4,0.8,-0.8,-0.6,-4.9,3.8,0.8,-5.0,0.7,0.2
CC(=O)c1sc(NC(=O)CN2C(=O)CCC2=O)nc1C,-8.3,0.7,1.3,-1.3,-1.6,-8.4,0.4,0.2,1.2,-3.1,0.2
CCCCNC(=O)C1CC(=O)N(CCc2ccccc2)C1 (stereo not given),-6.0,0.3,-0.8,-1.3,-0.6,2.3,-3.2,0.9,-4.8,-5.5,0.2
CCCS(=O)(=O)NCCc1cc2ccc(OC)cc2[nH]c1=O,-40.4,-1.1,1.4,-0.8,-0.4,-3.9,0.3,1.7,2.6,-5.1,0.8
C[n+]1ccc(C(=O)Nc2ccccc2Cl)cc1,-2.2,0.9,-1.1,-1.2,-0.5,1.2,-0.4,0.9,-3.7,-3.7,0.0
CCOC(=O)N1CCN(C(=O)c2ccc3c(c2)N(Cc2cccc(Cl)c2)C(=O)c2ccccc2S3=O)CC1 (stereo not given),-11.0,-1.9,0.3,-1.4,-1.8,9.2,4.8,-1.0,-6.5,-4.5,-0.4
CCCCn1nc(C(=O)Nc2ccc3c(c2)OCCO3)c2ccccc2c1=O,12.3,1.1,1.9,-1.9,-3.0,-11.5,0.6,-0.3,-4.2,2.7,-1.3
COc1cccc(/C=N/NC(=O)c2ccc(CN3c4cccc5cccc(c45)S3(=O)=O)cc2)c1,-74.5,2.5,-62.6,-1.2,-2.4,-1.9,-3.2,-0.8,-82.6,-18.8,-0.6
O=C(Nc1ccnn1C1CCN(CC(O)CO)CC1)C1CCCC1 (stereo not given),-9.3,-0.3,-0.1,-0.9,-0.4,8.4,-0.7,0.6,-6.9,-4.3,-1.5
Cc1oc2cc3oc(=O)c(CCC(=O)NCCC(=O)O)c(C)c3cc2c1C,-375.5,-0.1,-409.8,-1.4,-1.9,2.6,-1.6,2.2,i,-125.0,0.6
CC1=C(C(=O)Nc2ccc(C(=O)N3CCN(c4cccc(Cl)c4)CC3)cc2)SCCO1,1.8,2.2,3.7,-1.1,-3.4,-7.5,-0.9,2.5,0.0,0.4,-1.7
Nc1nnc(SCC(=O)NN2C(=O)NC3(CCCCC3)C2=O)s1,-1.1,1.7,-4.5,-1.0,-1.2,9.0,1.5,0.2,1.2,-4.6,-0.1
Cc1ccc(C(=O)NCCCN2CCOCC2)c(Cl)c1,-7.7,2.7,0.2,0.0,0.1,4.3,-0.2,0.9,-3.5,-5.9,0.5
O=C(COC(=O)Cc1ccc(Br)cc1)Nc1ccc(N2CCOCC2)cc1,-15.2,-0.1,-0.5,-1.2,-0.4,7.9,4.3,0.3,-6.0,-1.2,-0.6
COc1ccc(N(CC(=O)N2CCCCCC2)S(=O)(=O)c2ccccc2[N+](=O)[O-])c(OC)c1,4.2,1.2,1.4,-1.2,-0.9,-3.0,2.7,-1.0,-3.7,1.7,-0.4
FC(F)(F)c1cccc(-c2nn[nH]n2)c1,-1.6,-0.9,-1.3,-1.1,0.0,4.1,1.0,-1.8,-9.8,1.2,0.1
O=C(NCCO)[C@H](Cc1ccccc1)NC1(C(=O)NCCc2c[nH]c3ccccc23)CCCCC1,1.3,.,1.0,-1.1,0.2,-57.5,2.6,.,0.6,0.4,.
COCCN1C(=O)/C(=C/c2ccc(N3CCCC3)cc2C)SC1=S,-3.4,2.1,-33.7,0.0,-0.5,-4.5,5.3,1.1,-37.2,-5.6,0.0
COc1ccc(NC(=O)c2ccccc2NC(=O)c2ccco2)cc1,8.2,-3.8,2.9,-0.4,-1.7,1.8,0.7,0.9,-6.5,3.8,0.2

# Exported with tabs: nine of the compounds above.
Compound	ADAM10 inh	FXN GAA850 act	PLC-gamma1 inh	ssDAF12 agonist	hcDAF-12 act	HGIII-sPLA2 inh	hgDAF-12 ag	DAX1 inh-1	PLC-beta3 inh	ADAM17 inh	DAX1 inh-2
CC1=C(C(=O)Nc2ccc(C(=O)N3CCN(c4cccc(Cl)c4)CC3)cc2)SCCO1	1.8	2.2	3.7	-1.1	-3.4	-7.5	-0.9	2.5	0.0	0.4	-1.7
Nc1nnc(SCC(=O)NN2C(=O)NC3(CCCCC3)C2=O)s1	-1.1	1.7	-4.5	-1.0	-1.2	9.0	1.5	0.2	1.2	-4.6	-0.1
Cc1ccc(C(=O)NCCCN2CCOCC2)c(Cl)c1	-7.7	2.7	0.2	0.0	0.1	4.3	-0.2	0.9	-3.5	-5.9	0.5
O=C(COC(=O)Cc1ccc(Br)cc1)Nc1ccc(N2CCOCC2)cc1	-15.2	-0.1	-0.5	-1.2	-0.4	7.9	4.3	0.3	-6.0	-1.2	-0.6
COc1ccc(N(CC(=O)N2CCCCCC2)S(=O)(=O)c2ccccc2[N+](=O)[O-])c(OC)c1	4.2	1.2	1.4	-1.2	-0.9	-3.0	2.7	-1.0	-3.7	1.7	-0.4
FC(F)(F)c1cccc(-c2nn[nH]n2)c1	-1.6	-0.9	-1.3	-1.1	0.0	4.1	1.0	-1.8	-9.8	1.2	0.1
O=C(NCCO)[C@H](Cc1ccccc1)NC1(C(=O)NCCc2c[nH]c3ccccc23)CCCCC1	1.3	.	1.0	-1.1	0.2	-57.5	2.6	.	0.6	0.4	.
COCCN1C(=O)/C(=C/c2ccc(N3CCCC3)cc2C)SC1=S	-3.4	2.1	-33.7	0.0	-0.5	-4.5	5.3	1.1	-37.2	-5.6	0.0
COc1ccc(NC(=O)c2ccccc2NC(=O)c2ccco2)cc1	8.2	-3.8	2.9	-0.4	-1.7	1.8	0.7	0.9	-6.5	3.8	0.2

# Next section
SMILES,ADAM10 inh,FXN GAA850 act,PLC-gamma1 inh,ssDAF12 agonist,hcDAF-12 act,HGIII-sPLA2 inh,hgDAF-12 ag,DAX1 inh-1,PLC-beta3 inh,ADAM17 inh,DAX1 inh-2
CCc1ccccc1NC(=O)c1ccc(OCc2c(C)noc2C)cc1,-8.0,-1.9,-0.5,-0.8,-1.8,-0.1,-1.8,0.5,0.7,-5.3,0.5
CCSCc1nnc(SCC(=O)Nc2cc(F)ccc2C)n1C,-10.2,0.6,1.2,-1.7,-2.8,5.5,-1.9,1.4,-5.0,-4.0,-0.3
CCOC(=O)/C(C(N)=NCCCO)=C(/O)c1ccccc1,9.9,3.4,9.1,-1.2,-1.4,5.8,0.2,-0.5,4.2,4.6,0.0
Cc1ccc(C(c2nnnn2C2CCCC2)N2CCc3ccccc32)cc1 (stereo not given),3.1,3.4,0.3,-0.3,3.5,-5.3,5.8,1.7,1.7,2.7,0.4
Cc1ccc(-n2c(C)cc(C(=O)CN3CCOCC3)c2C)cc1C,-9.7,1.4,-3.1,-1.8,-0.5,-0.4,5.1,2.3,-2.7,-2.4,0.5
Cc1[nH]nc2c1C1(CCN(C(=O)c3ccccc3)CC1)C(C#N)=C(N)O2,-4.8,-2.0,-1.3,-1.8,-2.3,3.3,-1.5,0.0,-0.9,-6.2,-0.1
COc1ccccc1-n1c(C)cc(/C=C2/C(=N)N3C(=NC2=O)SN=C3S(C)(=O)=O)c1C,-5.9,5.2,-40.5,-0.6,0.4,-15.8,3.3,-0.6,-51.1,-4.4,1.5
COc1ccc(N2C(=O)C(CC(=O)Nc3ccccc3)N(Cc3ccc(OC)c(OC)c3)C2=O)cc1 (stereo not given),0.5,3.9,2.6,-1.0,-1.5,-9.0,-1.3,-0.6,0.0,-0.6,0.0
CCOc1ccc(Cc2nc(C)c(CC(=O)N3CCCCC3)c(=O)[nH]2)cc1,5.7,-0.5,-0.1,-1.1,-1.1,1.5,1.9,0.1,0.6,-3.1,0.3
Cc1ccc(C)c(NC(=O)Cc2nc(CCl)cs2)c1,1.9,-0.7,-0.1,-0.6,0.5,1.5,-2.3,-0.3,1.8,-0.5,-0.2
COc1ccc(OC)c(NC(=O)Nc2ccc3[nH]ccc3c2)c1,4.5,-0.1,-2.3,-1.2,0.7,-9.6,0.5,.,-1.5,-2.7,0.5

# Screening results (PubChem)
